Glioma ERSR ind: induces the endoplasmic reticulum stress response in human glioma cells; U87-MG GRP78 promoter luciferase reporter, 16 h; Potency, µM, without a hit: top-dose activation, actives largely listed as activators; hit rate 0.02% among 420,000; further: series mostly up to about 76 µM; % of control where 0% means no effect; nearly all actives have a fitted effect of over 35% in size
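ERSR induction read as luciferase luminescence (Bright-Glo, 10 min at room temperature) in stably transfected human U87-MG glioma cells exposed to compounds for 16 h, using GRP78 as sensor.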
BLM helicase inh: inhibitors of human Bloom syndrome helicase BLM. P54132. recombinant BLM DNA unwinding, fluorescence dequenching. Potency, µM (top dose mostly 56.1 µM), for inactives: top-dose activity change, negative = inhibition, usual class: inhibitors. hit rate 0.2% among 350,000. AID 2528;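 further: plate controls were vehicle for no effect and no enzyme for full effect; nearly all actives have a fitted effect of over 35% in size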
Anesthetic bind: candidate novel general anesthetic via apoferritin binding. apoferritin/1-aminoanthracene competitive binding, fluorescence. Potency, µM (doses to about 77.5 µM), for the others: top-dose activity change, negative = displacement, usual class: inhibitors. hit rate 0.074% among 350,000; further: on the % scale 0 is the no-effect control and ±100 the full control effect; nearly all actives have a fitted effect of over 20% in size
Target sequence (P02791 2-175 limits assumed): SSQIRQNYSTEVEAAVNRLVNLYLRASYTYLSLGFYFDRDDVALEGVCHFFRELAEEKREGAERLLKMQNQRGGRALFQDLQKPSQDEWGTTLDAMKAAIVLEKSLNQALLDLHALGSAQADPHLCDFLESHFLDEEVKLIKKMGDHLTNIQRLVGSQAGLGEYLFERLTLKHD
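Steps: apoferritin (10 uM) was premixed with half-saturated 1-AMA in PBS, compounds were pin-transferred, plates stood 10 min at room temperature, fluorescence was read at 380/535 nm, and curves were fitted with a Hill equation.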
APEX1 inh: inhibitors of human APE1 endonuclease. P27695. recombinant APE1, TAMRA/BHQ-2 abasic DNA cleavage fluorescence. Potency, µM (titrated, usually from 65.8 µM), inactives show at the top dose activity change, negative = inhibition, most hits filed as inhibitors. hit rate 0.35% among 350,000;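 further: plate controls were vehicle for no effect and reference inhibitor for full effect; nearly all actives have a fitted effect of over 55% in size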
Target sequence (P27695 whole entry, looked up): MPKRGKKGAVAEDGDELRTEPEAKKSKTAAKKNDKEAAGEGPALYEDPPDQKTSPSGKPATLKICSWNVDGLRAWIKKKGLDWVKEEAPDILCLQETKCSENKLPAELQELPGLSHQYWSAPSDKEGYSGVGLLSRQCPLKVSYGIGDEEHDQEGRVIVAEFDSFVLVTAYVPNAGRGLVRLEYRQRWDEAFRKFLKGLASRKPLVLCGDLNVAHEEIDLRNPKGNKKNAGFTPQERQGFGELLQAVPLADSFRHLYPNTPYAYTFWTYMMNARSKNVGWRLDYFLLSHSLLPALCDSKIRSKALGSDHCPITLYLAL
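Enzyme (0.75 nM final) and test compound are incubated 15 min at room temperature before adding 50 nM quenched THF abasic-site duplex. Cleavage dequenches TAMRA, followed at 525/598 nm over three reads one minute apart.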
Active calls of the source: *; ? = inconclusive; · = no result given; & = joins results of further samples; [ ] = remark or other dose. The call rests on the fitted dose curve; in most records, active means well fitted curve in the direction sought with a large enough effect; inconclusive means small, poorly fitted or top-dose-only effect, or another doubt; inactive means no such curve, though single readings can be large; an effect the other way counts as inactive or inconclusive. Potency means the concentration at half of the fitted maximal effect.

Glioma ERSR ind	BLM helicase inh	Anesthetic bind	APEX1 inh	SMILES
·	2%	1%	-2%	COC(=O)CNC(=O)C1(CC(C)C)C=CCN1C(C)=O (configuration not stated)
·	7%	-14%	-11%	CCCn1c(C)nc2c(N(CCN(C)C)Cc3ccccc3)nc(C)nc21
·	-3%	-16%	-7%	CCC1=C2CC[C@H]3C(=O)N(CC)C(=O)[C@H]3[C@H]2[C@@]2(Cc3ccccc3)C(=O)N(CCOC)C(=O)N2C1=O
·	-11%	36%[activator]	-6%	CCCC[C@H]1C[C@@H]1[C@@H]1N(P(=O)(c2ccccc2)c2ccccc2)C[C@@](O)(c2ccccc2)CC12CC2
·	-7%	1%	-10%	CCCC[C@@H]1C[C@H]1C(NC(=O)c1ccco1)c1ccc(Cl)cc1 (some centres not stated)
·	-1%	4%	-4%	COCCNC(=O)C1(C)C=CCN1C(C)=O (configuration not stated)
·	-2%	-8%	-10%	COCCN(CCOC)c1nc(C)nc2c1nc(-c1ccccc1)n2CC1CCN(C)CC1
·	0%	4%	-4%	CCCCCC1=C2CNC(C)(C(=O)OC)C=C2C(C)C1=O (configuration not stated)
·	-3%	-11%	-8%	COCCN(CCOC)c1nc(C)nc2c1nc(-c1ccccc1)n2CCN1CCOCC1
·	-8%	7%	-9%	COC(=O)C1(Cc2ccccc2)C=C2C(=C(C)C(=O)C2C)CN1 (configuration not stated)
·	-6%	-17%	-3%	N=C(N)c1ccc(N2CCN(C3CCN(CC(=O)O)CC3)CC2)cc1
·	-1%	-3%	-1%	COC(=O)[C@@H]1C[C@H]1[C@@H](N)c1ccccc1
·	-1%	2%	-3%	COC(=O)N1[C@H](C)C=C[C@]1(Cc1ccccc1)C(=O)NCc1ccccn1
·	-3%	45%[activator]	-7%	CCCCNC(=O)C(c1ccc(OCC(=O)OC)c(C(=O)OC)c1)N(CCC1=CCCCC1)C(=O)CCCCCN1C(=O)NC(c2ccc(-c3ccccc3)cc2)C(C(=O)OCc2ccccc2)=C1C (configuration not stated)
·	-9%	?	-3%	COc1ccc(CNC(=O)[C@H]2C[C@@H]2[C@H](NP(=O)(c2ccccc2)c2ccccc2)c2ccccc2)cc1OC
·	-2%	-10%	0%	CCCCNc1nc(C)nc2c1nc(-c1ccccc1)n2CC(C)(C)CN(C)C
·	-5%	3%	-8%	COC(=O)[C@@]1(Cc2ccc(OC)cc2)[C@H]2c3cc(C(=O)N(C)C)n(Cc4ccc(O)c(OC)c4)c3C[C@H]2CN1C(=O)c1ccccc1
·	-4%	-3%	-8%	COC(=O)[C@@]1(Cc2ccc(OC)cc2)[C@H]2c3cc(C(=O)N(C)C)n(Cc4ccc(OC)c(OC)c4)c3C[C@H]2CN1C(=O)c1ccccc1
·	-5%	-14%	-6%	CC1(C)C(=O)C(c2ccccc2)=C2CN3C(=O)N(CCc4ccccc4)C(=O)C3(Cc3ccc(F)cc3)C=C21 (configuration not stated)
·	-8%	-11%	-5%	COC(=O)[C@@H]1C[C@@]2(O)[C@H](O)[C@H](O)[C@H](O)C[C@H]2N1CC1CCCCC1
·	-8%	0%	-10%	COC(=O)c1ccc(C(NC(=O)OCc2ccccc2)/C(C)=C/[C@@H](C)C(=O)Nc2ccc(OC)cc2)cc1 (some centres not stated)
·	-6%	-10%	-4%	CCCn1c(-c2ccc(F)cc2)nc2c(NC3CC4CCC(C3)N4C)nc(C)nc21 (configuration not stated)
·	-11%	-10%	0%	COC(=O)[C@@]1(Cc2ccccc2)[C@H]2c3cc(C(=O)N4CCCC4)n(Cc4ccc(O)c(OC)c4)c3C[C@H]2CN1C(=O)c1ccccc1
·	-10%	?	-6%	CCCC[C@H]1C[C@@H]1[C@@H]1N(C(C)=O)[C@H](c2cccc(OC)c2)CC12CC2
·	-13%	-20%	16%	O=[N+]([O-])c1ccccc1S(=O)(=O)NCC1CCC(CNCC2CCc3ccccc3C2)CC1 (configuration not stated)
·	-8%	-3%	0%	CC(C)(C)C(=O)NC(c1ccc(Cl)cc1)[C@]1(C)C[C@H]1C1CCCCC1 (some centres not stated)
·	-3%	-10%	-6%	CCC1=C2CC[C@H]3C(=O)N(c4ccccc4)C(=O)[C@H]3[C@H]2[C@@]2(Cc3ccccc3)C(=NCc3ccccc3)OC(=O)N2C1=O
·	1%	-15%	-5%	CCC1=C2CC[C@H]3C(=O)N(CC)C(=O)[C@H]3[C@H]2[C@@]2(C)C(=NCC(=O)OC)OC(=O)N2C1=O
·	-7%	7%	?	C[C@@H]1C=C[C@](Cc2ccccc2)(C(=O)NCCCNc2ncc(C(F)(F)F)cc2Cl)N1C(=O)c1ccccc1
·	5%	24%	-4%	COC(=O)[C@@H]1C[C@@]2(O)[C@H](O)[C@H](O)[C@H](O)C[C@H]2N1Cc1ccc(N2CCOCC2)cc1
·	0%	-13%	0%	COc1cc(OC)cc(C2=Nn3c(nnc3-c3ccccc3OC)SC2)c1
·	-3%	4%	-4%	C[C@@]1(C(NC(=O)Cc2ccc(C(F)(F)F)cc2)c2ccc(-c3ccccc3)cc2)C[C@H]1C1CCCCC1 (some centres not stated)
·	-2%	1%	?	O=C(O)c1ccc2c(c1)C(=O)N([C@H](Cc1c[nH]c3ccccc13)C(=O)O)C2=O
·	-7%	0%	?	CCc1c2c(nc3cccc(SC)c13)COC2
·	-7%	-11%	?	CCCCCC1=C2CNC(CCC)(C(=O)OC)C=C2C(C)C1=O (configuration not stated)
·	-3%	-2%	?	O=C(O)c1ccc(S(=O)(=O)N[C@H](Cc2ccc(O)cc2)C(=O)O)cc1
·	-6%	1%	-3%	CCCn1c(C)nc2c(NCCOC)nc(C)nc21
·	-4%	1%	?	CCN(CC)CCCC(C)n1c(-c2ccccc2)nc2c(N(CCOC)CCOC)nc(C)nc21 (configuration not stated)
·	-2%	1%	-2%	CCCCNc1nc(C)nc2c1nc(C)n2CCC
·	3%	-12%	?	COC(=O)c1cccc(C23CC4(C2)[C@H](CN(C)[C@@H]4c2ccccc2)C3c2ccc(Cl)nc2)c1 (some centres not stated)

4 records picked at random from the list so far, as already listed:
Glioma ERSR ind	BLM helicase inh	Anesthetic bind	APEX1 inh	SMILES
·	-2%	1%	?	O=C(O)c1ccc2c(c1)C(=O)N([C@H](Cc1c[nH]c3ccccc13)C(=O)O)C2=O
·	2%	1%	-2%	COC(=O)CNC(=O)C1(CC(C)C)C=CCN1C(C)=O (configuration not stated)
·	-7%	1%	-10%	CCCC[C@@H]1C[C@H]1C(NC(=O)c1ccco1)c1ccc(Cl)cc1 (some centres not stated)
·	-8%	-3%	0%	CC(C)(C)C(=O)NC(c1ccc(Cl)cc1)[C@]1(C)C[C@H]1C1CCCCC1 (some centres not stated)

(more compounds)
Glioma ERSR ind	BLM helicase inh	Anesthetic bind	APEX1 inh	SMILES
·	-2%	27%	-9%	COC(=O)[C@H](Cc1ccccc1)NC(=O)[C@]1(C)C[C@H]1[C@H](NC(=O)OCc1ccccc1)c1ccccc1
0%	·	·	·	COc1cc(=O)n2c(c1C(=O)NCc1ccco1)CCN(C(=O)c1cccnc1SC)CC2
-4%	·	·	·	CO[C@H]1[C@H](NC(=O)c2ccco2)c2ccccc2C12CCN(Cc1cnc(N(C)C)s1)CC2
-2%	·	·	·	COc1ccc(C(=O)N2CCOc3ccc(CN4CCN(c5ccccn5)CC4)cc3C2)o1
-2%	·	·	·	C#Cc1cccc(C(=O)NCc2nc(-c3ccccc3NC(=O)C3CCCO3)oc2C)c1 (configuration not stated)
-2%	·	·	·	CCC1CN(Cc2cccc3nccnc23)Cc2cc(OC)ccc2O1 (configuration not stated)
-4%	·	·	·	COc1ccc(Cl)cc1-c1cc2c(c(OC)c1)OCCN(Cc1cccn1-c1nccs1)C2
-2%	·	·	·	COc1ccc2c(c1)CCc1cnc(-n3ncc(C(=O)NCCCc4ccncc4)c3C)nc1-2
-1%	·	·	·	Cc1nc(C)n(CC(=O)NCC2Cc3cc(-c4ccsc4)cc(Cl)c3O2)n1 (configuration not stated)
-4%	·	·	·	CO[C@H]1[C@H](NC(=O)c2ccsc2)c2ccccc2C12CCN(Cc1cccc3ncccc13)CC2
-3%	·	·	·	Cc1ncc2c(c1CNC(=O)/C=C/c1cccs1)CCN(C(=O)c1c(C)noc1C)C2
-4%	·	·	·	CCCN(CC)[C@@H](CC)C(=O)Nc1c(C)cccc1C
-3%	·	·	·	CCS(=O)(=O)Nc1cc(C(=O)N2CCCN(C=O)CC2)c2c(c1)nc(-c1ccccc1)n2C
-7%	·	·	·	Cc1csc(C(C)N(C)C(=O)c2cc(NC(=O)C3CCC3)c3c(c2)nc(-c2ccncc2)n3C)n1 (configuration not stated)
0%	·	·	·	Cc1cnc(-n2ncc(C(=O)N(C)CC3CCCN(C)C3)c2C2CC2)nc1-c1cccs1 (configuration not stated)
1%	·	·	·	COc1cc(-c2cccc(Cl)c2)cc2c1OCCN(C(=O)CCn1ccc(C)n1)C2
-1%	·	·	·	COCCN(C)C(=O)c1cnn(-c2ncc3c(n2)-c2ccccc2CCC3)c1C1CC1
-4%	·	·	·	CC(C)CSc1nnc(CNC(=O)c2ccccn2)n1C
-4%	·	·	·	COc1ccc(CN2CCC3(CCC(CNC(=O)c4ccco4)O3)CC2)c(OC)c1C (configuration not stated)
-3%&-4%	·	·	·	CCCCCCCC[N+](C)(C)CCCCCCCC
-3%	·	·	·	O=C1CCN(Cc2cccn2-c2ccccn2)CCN1Cc1ccccc1C(F)(F)F
-2%	·	·	·	Cc1ccc(CNc2ncnc3sc(C(=O)N4CCCC(C(N)=O)C4)c(C)c23)o1 (configuration not stated)
-4%	·	·	·	CC(C)c1cc(C(=O)N2CCOc3ccc(CN4CCC(Oc5cccnc5)CC4)cc3C2)n[nH]1
-2%	·	·	·	Cc1cccc(CNC(=O)c2cnn(-c3nccc(-c4cc5ccccc5o4)n3)c2C2CC2)n1
-1%	·	·	·	COCc1c(C(=O)N2CCCC(C)C2)cnn1-c1nccc(-c2cc(C)sc2C)n1 (configuration not stated)
-4%	·	·	·	CC1CN(CC(=O)NCCc2ccncc2)Cc2ccccc2O1 (configuration not stated)
5%	·	·	·	COc1cccc(C(=O)NCC2Cc3cccc(-c4cccnc4)c3O2)c1 (configuration not stated)
-3%	·	·	·	CS(=O)(=O)OCCCNCCCOS(C)(=O)=O
-2%	·	·	·	O=C(c1ccc(N2CCC(NCCCn3ncc4ccccc43)CC2)cc1)N1CCc2ccccc2C1
-3%	·	·	·	COc1cc2nc(CN(CCO)C3CS(=O)(=O)CC3O)nc(N3CCCCC3)c2cc1OC (configuration not stated)
-5%	·	·	·	COCC1CCCN(Cc2ccc3c(c2)CN(C(=O)c2ccc(-c4ccc(C)o4)cc2)CCO3)C1 (configuration not stated)
-3%	·	·	·	Cc1c(C(=O)N2CC3CCC2C3)sc2ncnc(NCc3ccco3)c12 (configuration not stated)
0%	·	·	·	COC(=O)C1CCN(Cc2ccc3c(c2)CN(C(=O)c2cc(C4CC4)on2)CCO3)CC1
-4%	·	·	·	COC(=O)[C@@H]1CCCN1Cc1ccc2c(c1)CN(Cc1cccn1-c1ccc(Cl)cn1)CCO2
-1%	·	·	·	COC(=O)c1ccc(C(=O)NCC2Cc3cccc(-c4ccc(C(=O)OC)cn4)c3O2)cc1 (configuration not stated)
-4%	·	·	·	[2H]c1c([2H])c([2H])c2c([nH]c(=S)n2C2CCN(CCCC(=O)c3ccc(F)cc3)CC2)c1[2H]
4%	·	·	·	COc1cc(-c2c(OC)cccc2OC)cc2c1OCCN(Cc1cn[nH]c1-c1ccc(Cl)cc1)C2
-2%	·	·	·	COC(=O)c1c(OCc2ccccn2)cc(=O)n2c1CCN(C(=O)c1cc(C(C)C)nn1C)CC2
-2%	·	·	·	Cn1nc(C(=O)NCCN2Cc3ccccc3OC(c3ccsc3)C2)c2ccccc2c1=O (configuration not stated)
-4%	·	·	·	OCC1OC(OC2C(CO)OC(OC3C(CO)OC(O)C(O)C3O)C(O)C2O)C(O)C(O)C1O (configuration not stated)
-3%	·	·	·	COc1ccccc1C1CN(CCNC(=O)c2ccccc2Cl)Cc2ccccc2O1 (configuration not stated)
-4%	·	·	·	CN1C[C@H]2c3ccccc3Oc3ccc(Cl)cc3[C@@H]2C1
-5%	·	·	·	O=C(NCC1Cc2cccc(-c3ncccn3)c2O1)c1cccc(-c2ccccc2F)c1 (configuration not stated)
1%	·	·	·	COc1cc(CN2CCCC(n3cc(C(=O)N4CCCC4)nn3)C2)cc(OC)c1 (configuration not stated)
-7%	·	·	·	O=C1NC(=O)C(Cc2ccccc2F)(C2CCN(Cc3cccn3-c3cccnc3)CC2)N1 (configuration not stated)

Screens from PubChem BioAssay.

Some of the compounds tested; the hit share may differ from the screen's.
